M5 antag: CHRM5 antagonism in calcium assay; P08912; CHO-hM5 cells, Fluo-8 calcium fluorescence, ACh EC80; inhibition, % at 3 µM; 360,000 compounds, 0.59% hits;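 active means inhibition above a per-plate cutoff, the mean of that plate's test compounds plus 3 SD, cut at about 27% in these data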;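 further: 0% = acetylcholine EC80 with DMSO and 100% = DMSO without agonist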
Target sequence (P08912 whole entry, looked up): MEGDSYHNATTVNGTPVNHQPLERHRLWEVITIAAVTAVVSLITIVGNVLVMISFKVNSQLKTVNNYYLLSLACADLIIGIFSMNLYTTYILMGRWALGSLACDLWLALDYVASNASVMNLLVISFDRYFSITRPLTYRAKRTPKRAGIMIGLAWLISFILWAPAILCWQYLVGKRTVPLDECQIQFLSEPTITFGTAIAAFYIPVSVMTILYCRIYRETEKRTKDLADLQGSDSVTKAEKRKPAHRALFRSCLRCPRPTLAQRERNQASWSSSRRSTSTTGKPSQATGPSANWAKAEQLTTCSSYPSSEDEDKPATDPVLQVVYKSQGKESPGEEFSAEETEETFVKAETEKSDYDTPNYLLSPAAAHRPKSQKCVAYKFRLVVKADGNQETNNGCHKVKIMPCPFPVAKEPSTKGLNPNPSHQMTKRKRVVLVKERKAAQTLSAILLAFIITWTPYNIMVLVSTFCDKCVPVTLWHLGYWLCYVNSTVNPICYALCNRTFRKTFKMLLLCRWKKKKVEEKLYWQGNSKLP
CHRM4 agonist: agonists of human muscarinic M4 receptor (CHRM4); CHO-K1 hM4/Gqi5, Fluo-8 calcium fluorescence; vehicle 0%, full acetylcholine response 100%; activation, % at 3 µM; 360,000 compounds, 0.14% hits;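 active means activation above the run mean over all test wells plus 3 SD, cut at about 32% in these data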;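 further: peak over basal fluorescence ratio per well then scaled between controls; 0% = DMSO wells and 100% = acetylcholine at EC100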
Target sequence (P08173 whole entry, looked up): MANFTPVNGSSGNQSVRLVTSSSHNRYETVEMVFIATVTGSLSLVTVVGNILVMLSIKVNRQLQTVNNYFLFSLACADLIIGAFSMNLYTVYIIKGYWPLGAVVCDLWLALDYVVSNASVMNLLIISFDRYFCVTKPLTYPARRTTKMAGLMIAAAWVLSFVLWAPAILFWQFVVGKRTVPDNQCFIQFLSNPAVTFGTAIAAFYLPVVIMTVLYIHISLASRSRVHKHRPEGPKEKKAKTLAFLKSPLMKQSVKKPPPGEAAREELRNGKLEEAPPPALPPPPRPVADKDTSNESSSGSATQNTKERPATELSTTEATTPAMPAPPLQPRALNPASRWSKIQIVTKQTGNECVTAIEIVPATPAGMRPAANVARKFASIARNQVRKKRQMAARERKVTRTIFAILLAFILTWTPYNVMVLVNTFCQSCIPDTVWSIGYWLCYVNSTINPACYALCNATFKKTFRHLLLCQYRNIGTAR
CHRM5 agonist: CHRM5 agonism in calcium assay. P08912. 360,000 compounds, 0.19% hits. activation, % at 3 µM. AID 624037. CHO-K1 hM5 cells, Fluo-8 calcium fluorescence; 0% DMSO wells, 100% maximal acetylcholine response;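 active means activation above the run's mean over test compounds plus 3 SD, cut at about 23% in these data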;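 further: signal is peak over basal fluorescence ratio across the kinetic read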
M4 antag: CHRM4 antagonism in calcium assay; P08173; CHO-hM4 cells, ACh EC80, Fluo-8 calcium fluorescence; inhibition, % at 3 µM; 360,000 compounds, 0.73% hits; AID 624125;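 active means inhibition above its plate's cutoff, the mean inhibition of sample wells plus 3 SD, cut at about 27% in these data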;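 further: 0% = acetylcholine EC80 with DMSO and 100% = DMSO without agonist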
CHO-K1 Ca ag: nonselective activator or artifact in parental CHO-K1 cells | 360,000 compounds, 0.48% hits | activation, % at 3 µM | AID 602248 | Fluo-8 calcium fluorescence; scaled to maximal ATP response, vehicle zero; in the data active means activation above about 15%;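 further: untransfected CHO-K1 host cells lacking M1 receptor as counterscreen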
CHO-K1 Ca antag: nonselective inhibitor or artifact in parental CHO-K1 cells; ATP-induced calcium, Fluo-8 fluorescence; inhibition, % at 3 µM; 360,000 compounds, 0.6% hits; AID 602250;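 active means inhibition above a per-plate cutoff, the plate's mean sample inhibition plus 3 SD, cut at about 24% in these data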;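 further: 0% = DMSO plus EC80 ATP and 100% = DMSO alone without ATP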
M1 PAM parental: M1 PAM counterscreen hit in parental CHO-K1 cells | ATP EC20, Fluo-8 calcium fluorescence; 0% at ATP EC20, 100% at ATP max | activation, % at 3 µM | 360,000 compounds, 0.02% hits | AID 602247;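 active means activation above the run cutoff, the mean activation of all test compounds plus 3 SD, cut at about 40% in these data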;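 further: peak over basal fluorescence ratio in a 140 s read after ATP addition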
CHRM4 PAM: CHRM4 positive allosteric modulation. activation, % at 3 µM. P08173. CHO-K1 hM4/Gqi5, Fluo-8 calcium fluorescence, ACh EC20; 0% = ACh EC20, 100% = maximal ACh. 360,000 compounds, 0.4% hits;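 active means activation above its plate's cutoff, the mean activation of sample wells plus 3 SD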; further: some results filed as inactive read as strong as hits
M5 PAM: CHRM5 positive allosteric modulation; P08912; CHO-K1 hM5, Fluo-8 calcium, ACh EC20 PAM; 0% = ACh EC20, 100% = ACh EC100; activation, % at 3 µM; 360,000 compounds, 0.3% hits;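 active means activation above the run cutoff, the mean activation of all test compounds plus 3 SD, cut at about 18% in these data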
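Assay system – human M5 receptor in CHO-K1 cells · Read-out – % activation, ACh-normalized · Technique – Fluo-8 calcium fluorescence · Dosing – single-point, 3 µM nominal · Incubation – Fluo-8 loading 80 min at 37 °C plus 30 min room temperature · Repeats – singlicate, one well per test compound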
Numbers without * were called inactive; nt = no result given.

SMILES	M5 antag	CHRM4 agonist	CHRM5 agonist	M4 antag	CHO-K1 Ca ag	CHO-K1 Ca antag	M1 PAM parental	CHRM4 PAM	M5 PAM
Cc1ccc(N(C)S(=O)(=O)c2cccc(C(=O)OCC(=O)c3c(N)n(C)c(=O)n(C)c3=O)c2)cc1	14	22	3	30*	8.5	2	-24	-11	-33
CCOC(=O)N1CCN(CCC(=O)c2ccc(Br)cc2)CC1	8	1	5	2	1.7	-6	7	-3	-5
CCOCc1nc(N)[nH]c(=O)c1Cc1ccc(OC(C)C)cc1	5	1	2	3	0.0	3	4	-3	3
CCc1cccc(CC)c1NC(=O)c1ccc(-c2cc(Cl)ccc2Cl)o1	14	-1	0	0	0.1	-8	-6	6	-5
COc1cc(C(=O)Nc2c(C)cc(C)cc2C)c(Br)c(OC)c1OC	2	4	-4	-5	2.0	0	2	-10	-10
COc1ccsc1C(=O)NCCN1CCOCC1	-9	1	-2	-4	0.7	-1	22	1	7
O=C(c1ccco1)N1CCN(C(=O)c2cnn(-c3ccc(F)cc3)c2-n2cccc2)CC1	-8	3	-1	-12	1.2	-10	7	1	7
O=C1c2ccccc2C(=O)N1CCOc1ccccc1Cl	-5	2	-3	-8	0.3	18	-5	6	2
CCCCOCC(O)CCc1n[nH]c(=S)n1-c1ccccc1 (configuration not stated)	9	1	-1	3	-0.1	-11	11	-6	4
COc1ccc(NC(=O)C(c2ccc(OC)cc2)n2c(=O)c(-c3ccco3)nc3ccccc32)cc1 (configuration not stated)	1	1	2	-5	nt	nt	nt	1	0
COCCCNC(=O)c1ccc(Cn2c(=O)c3ccccc3n(Cc3ccccc3C#N)c2=O)cc1	-13	0	-8	-6	-0.4	-14	-9	7	8
O=C(Nc1ccc2ccccc2c1)c1cccnc1	6	1	-5	-3	0.3	-2	1	-3	-13
O=C(NCCCn1ccnc1)c1ccco1	1	1	-3	4	0.8	-4	19	19	4
COC(=O)c1ccc(CSc2nnc(-c3c[nH]c4ccccc34)n2-c2ccccc2)cc1	15	3	-1	8	3.1	-2	18	-7	-9
Cc1nn2c(-c3ccc(Cl)cc3Cl)nnc2s1	-8	-1	0	-6	0.0	-2	14	2	-2
CCc1ccc2c(CN(C)Cc3ccccc3OC)cc(=O)oc2c1	5	-1	-6	0	-1.5	-14	2	-5	-5
O=C(NCCCN1CCOCC1)c1onc(CSc2ccccn2)c1C(=O)NCCCN1CCOCC1	10	0	1	3	0.0	3	-14	1	-1
Cc1nnc2sc(SCc3ccc(Cl)cc3)nn2c1=O	-3	3	-2	11	0.7	-4	-2	-5	1
O=C(CSc1nccc(=O)[nH]1)Nc1ccc(F)c(Cl)c1	-1	3	5	-2	7.2	-3	-1	18	7
C/C=C/COc1nc2c(c(=O)n(C)c(=O)n2C)n1C	-8	1	-1	-6	0.1	-8	16	6	6

Single entries from the results shown:
O=C(Nc1ccc2ccccc2c1)c1cccnc1 in CHRM5 agonist is listed with -5
COC(=O)c1ccc(CSc2nnc(-c3c[nH]c4ccccc34)n2-c2ccccc2)cc1 in CHRM5 agonist is listed with -1

Continued.
SMILES	M5 antag	CHRM4 agonist	CHRM5 agonist	M4 antag	CHO-K1 Ca ag	CHO-K1 Ca antag	M1 PAM parental	CHRM4 PAM	M5 PAM
Cn1c(=O)n(Cc2ccccc2)c(=O)c2c1nc1n2CCCN1Cc1ccccc1	6	1	0	1	0.1	-2	20	5	-1
Cc1cc(O)c2c(CN3CCN(Cc4ccccc4)CC3)cc(=O)oc2c1	16	10	2	5	6.6	-8	3	-6	-6
CC(O)(c1ccccc1)c1nc(-c2ccncc2)cs1 (configuration not stated)	3	7	2	-9	6.6	-4	14	5	1
CCCCCc1cc(O)c2c(C)cc(=O)oc2c1	11	6	-1	-1	6.4	9	14	-6	-8
O=c1cc(CNc2cc(C(F)(F)F)cc(C(F)(F)F)c2)nc2sccn12	-2	-1	-4	7	-0.1	1	-11	5	2
Nc1[nH]c(C(=O)c2ccccc2)c(-c2ccc(Cl)cc2Cl)c1C(=O)c1ccc(Cl)c(Cl)c1	1	0	2	-1	0.4	-18	6	13	0
Cc1ccc(S(=O)(=O)N2CCOCC2)cc1C(=O)Nc1cc(S(=O)(=O)N2CCCCC2)ccc1O	1	0	2	-4	1.0	-21	18	17	4
Cc1ccc(CS(=O)(=O)Cc2ccc(C(=O)NCc3cccs3)o2)cc1	7	3	1	-2	3.4	-15	12	1	-4
C/C(=N\NC(=O)c1ccc(OC2OCCOC2Oc2ccc(C(=O)N/N=C(\C)c3ccncc3)cc2)cc1)c1ccncc1 (configuration not stated)	-7	0	5	0	0.1	-5	17	11	4
O=C(CSc1nc(-c2ccccc2)c(-c2ccccc2)o1)N1CCCCC1	2	1	-3	-10	-0.4	-4	-2	-6	-7
COc1ccc(/C=N/N2CCOCC2)cc1COc1ccc(Cl)cc1	6	-1	-6	1	-0.5	-4	-3	5	-4
COc1cc(/C=C/C(=O)N2CCc3ccccc3C2)cc(OC)c1OC	7	5	5	2	2.6	7	9	-5	-3
O=C(NCCS(=O)(=O)N1CCN(Cc2ccccc2)CC1)c1ccc(F)cc1	7	1	-1	1	0.4	1	-17	-3	-9
COc1cc(NC(=O)c2ccccc2)c(OC)cc1Cl	-3	-1	-4	7	0.1	-3	-2	0	-2
Cc1cccc(COCC(Cc2ccccc2)N2CCN(C(=O)c3cc(Cl)cc(Cl)c3)CCC2=O)c1 (configuration not stated)	17	4	-6	-3	-0.2	-19	16	-6	-11
Nc1c(C(=O)NCCc2ccccc2)nnn1Cc1ccc(Br)cc1F	3	2	-3	1	0.3	6	9	-3	-4
Cc1cc(C)nc(SCC(=O)Nc2cccc(S(=O)(=O)N(C)C)c2)n1	7	7	5	4	6.6	-8	8	-1	-4
CC1=NN(/C(=N\c2nnc(C)s2)Nc2ccc(C)cc2)[C@H](c2ccc(C)cc2)S1	0	-2	3	0	-0.5	16	-8	4	-3
COc1ccc(CCNc2oc(COc3ccccc3F)nc2C#N)cc1OC	10	14	-3	1	4.7	7	9	-10	-18
CCOc1cc(/C=N/NC(N)=O)cc(Br)c1OCC(=O)Nc1cccc2ccccc12	12	16	2	24	5.1	2	9	-10	-21
CCN(CC)S(=O)(=O)c1ccc(/C=C/C(=O)OCC(=O)Nc2cccnc2Cl)cc1	19	18	3	17	11	-19	1	-7	-27
COc1cc(OC)cc(C(=O)NCC(=O)OCC(=O)C(C)(C)C)c1	-9	1	-1	-11	-0.1	-5	1	1	-2
COC(=O)c1cc(CN2CCN(c3ccccc3)CC2)ccc1O	-15	0	-1	6	-0.4	-8	-8	-5	-6
COCCCN(C(C)=O)c1nc(-c2ccccc2)cs1	-8	2	-4	-21	0.9	2	21	44*	4
Clc1cccc(Nc2nc(N3CCOCC3)nc(N3CCOCC3)n2)c1	-4	-1	-6	-31	-0.2	-14	-5	9	8
O=C(CCNC(=O)Cn1ccc2ccccc2c1=O)NCCN1CCc2ccccc2C1	-1	0	-6	1	0.0	-5	12	5	3
CC(=O)c1cc2c(cc1NC(=O)Cc1ccsc1)OCO2	-4	0	-2	-4	-0.4	-5	8	0	6
Cn1c2c(c(=O)n3ncnc13)CCCC2	-1	0	3	-9	1.4	-1	14	-3	4
CC(C)C(=O)NCC(c1cccs1)S(=O)(=O)c1ccc(F)cc1 (configuration not stated)	14	0	-4	-10	2.6	-21	-8	-1	-2
N#Cc1ccc(CSc2nnc(Nc3ccccc3)s2)cc1	13	3	-8	8	1.4	0	6	-5	-14
CCC(=O)Nc1ccc(-c2nc(-c3ccccc3)n(CC(=O)N3CCCCC3)n2)cc1	10	13	3	2	4.8	5	15	-11	-18
CN1CCN(C(CNS(=O)(=O)c2ccc(F)cc2)c2cccnc2)CC1 (configuration not stated)	1	0	-6	2	0.1	-12	-9	3	-7
O=S(=O)(c1ccc(Cl)c2ccccc12)N1CCCC1	-1	-2	-12	-23	-1.3	-18	10	4	2
CCC(=O)N1CCN(c2ccc(NC(=O)COc3cccc(C)c3C)cc2)CC1	14	15	2	0	8.6	15	-3	-6	-8
COc1ccc(CCNc2oc(-c3ccccc3OC)nc2C#N)cc1OC	5	6	0	-11	2.5	-4	21	-1	-3
CCOC(=O)C1C(=O)NC(N2CCCCC2)=NC1c1ccccc1 (configuration not stated)	-4	-1	-5	-4	0.2	0	6	-1	3
Cc1ccc(S(=O)(=O)N2C[C@]3(O)C[C@@H]4C(=O)N(c5ccccc5)C(=O)[C@@H]4C[C@]3(OC(=O)NCc3ccco3)C2)cc1	4	4	0	-5	0.9	-7	18	4	-2
O=C(Nc1cc(S(=O)(=O)N2CCCCC2)ccc1N1CCOCC1)c1cc(=O)[nH]c2ccccc12	0	1	3	15	1.9	-14	20	-21	-6
COc1ccc(N2C(=O)CC(Sc3nc4ccccc4s3)C2=O)cc1OC (configuration not stated)	4	7	2	-6	2.5	5	12	-2	-6
COc1cc(CNc2ccccc2SC)cc(OC)c1OC	2	11	4	0	9.9	17	-7	-8	-16
CC(=O)N(Cc1ccccc1)C(CC(=O)NCc1ccccc1)C(=O)O (configuration not stated)	7	0	3	6	4.2	-16	7	4	-5
COc1ccccc1/C=C(/C#N)C(=O)O	1	0	-1	-5	0.2	-10	-1	-3	4
N/C(=N\OC(=O)c1ccccc1Cl)c1ccc(Cl)cc1	1	0	2	-5	0.4	-22	16	17	5
Cc1ccc(C(=O)COC(=O)c2n[nH]c(=O)c3ccccc23)cc1	-2	2	-3	-6	0.6	-2	-3	-2	0
CC(C)c1nnc(SCc2ccc(CSc3nnc(C(C)C)n3N)cc2)n1N	-14	1	-2	4	0.0	-14	18	9	-4
CN(C)CCN(C(=O)c1ccc(S(=O)(=O)N(C)C)cc1)c1nc2cc3c(cc2s1)OCCO3	-2	0	-4	6	2.8	-7	26	7	0
C[C@@H]1CN([C@@H](C)CO)C(=O)c2cc(N(C)C)ccc2O[C@@H]1CN(C)S(C)(=O)=O	0	2	1	9	0.4	-18	15	12	6
Cc1c(NC(=O)C(CC(=O)O)NCc2ccco2)c(=O)n(-c2ccccc2)n1C (configuration not stated)	-3	0	-1	-2	0.2	-2	4	16	17
CC(C)C[C@H](N)c1nnc(SCC(=O)Nc2ccc(Br)cc2)o1	2	5	0	-9	2.0	-2	-10	-3	7
O=C(/C=C\Nc1cccc(F)c1)c1ccc2c(c1)OCO2	7	0	-1	-4	0.4	13	-5	3	-4
Next compounds
SMILES	M5 antag	CHRM4 agonist	CHRM5 agonist	M4 antag	CHO-K1 Ca ag	CHO-K1 Ca antag	M1 PAM parental	CHRM4 PAM	M5 PAM
O=C(NCc1cccs1)c1csc2ccccc12	2	0	-6	5	0.0	-3	13	10	9
Nc1nc2ccccc2n1C(=O)c1ccco1	8	1	-1	-4	0.9	-2	1	3	-9
COc1cccc(CC(=O)N[C@@H](CCSC)c2nc3ccccc3[nH]2)c1	9	1	-1	2	0.3	-8	12	4	3
COc1ccc(NC2c3ccccc3C(=O)N2Cc2ccccc2Cl)cc1OC (configuration not stated)	5	-1	-1	3	0.0	-18	22	-7	2
CCC(=O)c1ccc(OCC(=O)OCC(=O)Nc2cccc(S(=O)(=O)N3CCOCC3)c2)cc1	16	14	4	-3	8.6	-17	-3	1	-7
